Source: PubChem (The Scripps Research Institute Molecular Screening Center)
TEAD-YAP inh: TEAD-YAP interaction inhibition; inhibition, % at 9.12 µM; hit rate 1.4% among 640,000; HEK-TIYL cells, TEAD-Gal4/YAP UAS-luciferase luminescence; AID 1259422; in the data active means inhibition above about 32%;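 further: 0% = median of test compound wells and 100% = reference inhibitor wells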
MITF primary: human MITF inhibition, primary screen; O75030; AlphaScreen MITF homodimerization, bead proximity signal; inhibition, % at 2.6 µM; hit rate 0.91% among 650,000; in the data active means inhibition above about 50%;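 further: 0% = vehicle wells with protein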
Target sequence (O75030 whole entry, looked up): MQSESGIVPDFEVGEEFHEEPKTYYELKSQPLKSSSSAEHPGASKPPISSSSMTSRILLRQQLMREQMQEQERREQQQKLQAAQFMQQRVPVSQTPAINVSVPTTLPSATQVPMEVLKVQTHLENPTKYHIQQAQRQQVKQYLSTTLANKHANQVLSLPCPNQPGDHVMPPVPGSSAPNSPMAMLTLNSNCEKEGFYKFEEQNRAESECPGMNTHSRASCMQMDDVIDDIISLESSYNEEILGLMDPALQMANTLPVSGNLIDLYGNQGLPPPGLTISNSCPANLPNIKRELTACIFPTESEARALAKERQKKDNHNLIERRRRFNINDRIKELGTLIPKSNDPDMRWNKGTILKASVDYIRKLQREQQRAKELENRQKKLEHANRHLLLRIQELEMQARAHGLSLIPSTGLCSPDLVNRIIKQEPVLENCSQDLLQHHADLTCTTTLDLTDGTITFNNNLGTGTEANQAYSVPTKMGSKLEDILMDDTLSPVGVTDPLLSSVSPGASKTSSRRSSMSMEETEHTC
FBW7 act: activators of human E3 ligase FBW7 | hit rate 0.13% among 650,000 | Q969H0 | AlphaScreen FBW7–phospho-cyclin E peptide binding, activator screen | normalized activity (activation), % at 26.1 µM; in the data active means normalized activity above about 1.9%;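 further: purified mutant Fbw7 with reduced substrate affinity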
GPR151 ag: activates the human receptor GPR151; hit rate 1% among 650,000; Q8TDV0; activation, % at 11.2 µM; PathHunter beta-arrestin GPR151 cells, luminescence; in the data active means activation above about 4.9%;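 further: 0% = median of compound wells and 100% = cells with positive control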
Target sequence (Q8TDV0 whole entry, looked up): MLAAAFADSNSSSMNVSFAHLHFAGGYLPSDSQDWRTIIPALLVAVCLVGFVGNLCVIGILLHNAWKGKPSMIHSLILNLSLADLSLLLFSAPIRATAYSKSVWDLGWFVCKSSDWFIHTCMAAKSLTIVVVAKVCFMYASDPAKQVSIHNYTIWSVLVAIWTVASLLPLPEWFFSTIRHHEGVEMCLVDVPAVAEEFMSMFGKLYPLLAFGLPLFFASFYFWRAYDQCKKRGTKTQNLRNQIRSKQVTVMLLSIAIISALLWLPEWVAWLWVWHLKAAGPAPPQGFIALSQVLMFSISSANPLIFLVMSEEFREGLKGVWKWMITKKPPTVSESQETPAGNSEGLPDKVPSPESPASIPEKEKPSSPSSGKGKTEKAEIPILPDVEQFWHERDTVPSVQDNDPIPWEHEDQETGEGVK
Active calls of the source: *; x = not tested or not shown.

SMILES	TEAD-YAP inh	MITF primary	FBW7 act	GPR151 ag
COc1ccc(OCCSc2nc3ccccc3[nH]2)cc1	-30	-9	-0.1	1.0
O=C(NCCN=C1NS(=O)(=O)c2ccccc21)c1ccc(F)cc1	12	-2	0.1	1.4
Cc1nc(NCc2ccoc2)sc1-c1ccn(Cc2ccccc2F)n1	1	9	0.6	-1.8
O=C(CCCCC1SCC2NC(=O)NC21)NC1(c2ccc(F)cc2)CCCC1 (stereo not given)	-13	109*	-0.5	0.7
Cc1ccc(C(=O)Nc2sc3c(c2C(=O)N2CCCCCC2)CCCC3)cc1	8	4	0.1	0.6
COCCCN1C(=O)C2C(C(=O)Nc3ccc(Cl)cc3)C3C=CC2(O3)C1C(=O)NC1CCCCC1 (stereo not given)	-13	4	-0.4	0.0
COc1ccc(-c2cnn3ccc(NCc4cccnc4)nc23)cc1OC	17	55*	0.0	1.0
CN(CC(=O)Nc1ccccc1Cl)CC(=O)Nc1cccc2ccccc12	5	6	0.1	1.0
O=C(CSc1nnc2c(n1)[nH]c1ccc(Cl)cc12)N1CCCCC1	6	-2	-0.1	0.9
Cc1ccnc(NS(=O)(=O)c2ccc(NC(=O)c3ccccc3)cc2)n1	-1	-3	-0.2	0.5
O=C(NNS(=O)(=O)c1ccc(Cl)cc1)c1cccc(Cl)c1	15	-1	-0.1	-2.3
CN(C)C(=O)c1ccc(Nc2ccc3[nH]ncc3c2)nc1	-1	5	0.0	0.1
CCC(=O)Nc1ccc(NC(=O)CSc2nnc(C(C)C)n2CC)cc1	5	7	-0.1	-0.5
CCN(Cc1ccccc1)C(=O)C(=O)c1c(C)[nH]c2ccccc12	-3	1	0.1	0.3
O=C(Cn1nnc(-c2ccncc2)n1)Nc1ccc2c(c1)CCC2	12	2	0.1	-1.0
Cc1ccc(-n2c(=S)sc3c(=O)n(-c4ccccc4)c(SCC(=O)NCC4CCCO4)nc32)cc1C (stereo not given)	5	3	0.1	-1.2
O=C(Nc1ccc(Cc2ccc(NC(=O)c3cccnc3)cc2)cc1)c1cccnc1	-10	0	0.1	0.6
COC(=O)c1ccc(NC(=O)CCNS(=O)(=O)c2cccc3nsnc23)cc1	9	16	-0.1	1.0
CCc1c(C)c2cc3c(-c4ccccc4)coc3c(C)c2oc1=O	-1	-2	0.1	0.6
Cc1nc2ccccc2n1CC1CCN(S(=O)(=O)/C=C/c2ccccc2)CC1	33*	-3	-0.2	-0.2
O=C(NCCc1ccccc1)C1CC(=O)N(CCc2ccccc2)C1 (stereo not given)	-2	15	0.1	0.1
O=C(Nc1cc(F)ccc1F)c1ccc(Br)o1	-11	8	-0.1	-1.5
O=C1N=C(N2CCOCC2)S/C1=C/c1ccc2noc(-c3ccccc3)c2c1	-5	16	-0.9	-0.9
CCOC(=O)N1CCN(C(=O)c2sc3ncn(CC(=O)Nc4ccccc4OC)c(=O)c3c2C)CC1	1	-21	0.1	0.0
COc1ccc(C)cc1-n1c(=O)c2ccccc2n2c(=S)[nH]nc12	9	10	0.3	-1.4

Remaining list, next part.
SMILES	TEAD-YAP inh	MITF primary	FBW7 act	GPR151 ag
C1=C(N2CCN(c3ccccc3)CC2)C2OCC(O2)C1N1CCN(c2ccccc2)CC1 (stereo not given)	1	9	0.5	1.1
COc1ccc(Br)cc1S(=O)(=O)NCCCn1ccnc1	-2	-11	0.1	-0.3
COc1ccc(OC)c(NC(=O)c2oc3ccccc3c2NC(=O)C(C)(C)C)c1	-4	-19	-0.1	-0.5
CC(=O)c1ccc(NC(=O)COC(=O)c2cc3c(s2)CCCC3)cc1	4	-9	-0.2	0.5
COc1cccc(NC(=O)CN2CCC(C(=O)c3ccc4c(c3)OCCO4)CC2)c1	5	-12	0.1	0.9
COC(=O)/C=C/c1ccc(OC(=O)c2ccncc2)cc1	1	13	0.0	-1.0
Cc1ccc(-n2ncc3c(Nc4cccc(C)c4)ncnc32)cc1	-49	-2	0.1	-0.6
CCCCCCCCCCCCCCCCCCOC[C@@H](O)COP(=O)(O)OCC[N+](C)(C)C	x	-13	x	2.1
COc1ccc(CC(=O)Nc2nnc(Cc3ccc(C)cc3)o2)cc1	3	44	-0.1	1.3
Cc1ccnc(N=Cc2nc(-c3ccccc3Br)oc2O)c1	-47	-1	0.0	-1.5
Cc1ccc2nc(-c3ccc(Cl)cc3)cc(C(=O)OCC(C)C)c2c1	11	4	0.8	-0.5
CN(CC(=O)N(Cc1ccccc1)C(C)(C)C)S(=O)(=O)c1ccc(Cl)cc1	-2	7	0.0	-0.2
CCOC(=O)N1CCC(NC(=O)c2cc3c(-c4ccccc4F)nn(C)c3s2)CC1	10	8	0.1	0.2
O=c1[nH]c2nc(-c3cccc(CO)c3)cnc2n1C1CCCCC1	14	-1	0.2	-1.9
O=C1CC(N2CCCC2)C(=O)N1c1ccc(F)cc1 (stereo not given)	-4	-9	-0.1	-0.8
COc1ccc(C(=O)Nc2ccc3c(c2)OCCO3)cc1Cl	-70	9	0.1	0.3
C=CCOC(=O)COc1cc2oc(=O)cc(C)c2cc1Cl	2	13	0.1	-0.7
COc1ccccc1N1CCN(C(=O)COc2ccc(Br)cc2)CC1	6	10	0.1	-0.3
CCOC(=O)CCN(Cc1ccccc1F)S(=O)(=O)c1ccc(C(C)(C)C)cc1	10	2	0.0	1.4
O=C(CCCc1c[nH]c2ccccc12)NNC(=O)COc1ccc(Br)cc1	10	5	-0.1	1.3
COC(=O)C12CC3CC(CC(NC(=O)Cn4ccc5ccccc54)(C3)C1)C2	-3	2	0.0	-2.2
COc1ccc(S(=O)(=O)N(CC(=O)NCc2ccccc2C)c2ccc(F)cc2)cc1	0	-9	0.1	-0.4
N#C/C(=C\c1ccc(Cl)cc1Cl)c1nc(-c2cccc(Br)c2)cs1	5	6	0.2	-1.0
CCN(CC)S(=O)(=O)c1ccc(NC(=O)C2c3ccccc3Oc3ccccc32)cc1	-5	-1	-0.1	-1.7
COc1ccc2c(C)nc(N3CCC(C(=O)N(C)Cc4ccc(C)cc4)CC3)nc2c1	-3	19	0.3	-1.2

More results
SMILES	TEAD-YAP inh	MITF primary	FBW7 act	GPR151 ag
O=C(Nn1c(-c2ccc(F)cc2)nc2ccccc2c1=O)c1ccc(Br)cc1	3	-14	0.0	0.0
O=C(c1cc(Cl)cc(Cl)c1)N1CCCCC1	-4	62*	1.0	1.0
C[n+]1ccccc1/C=C\c1ccccc1O	3	3	0.0	-0.3
C=CCc1cc(Cl)ccc1OCCNCCO	14	52*	0.2	-1.3
COc1ccc(CNC(=O)CCc2nnc(C(OC)c3ccccc3)o2)cc1 (stereo not given)	10	8	0.1	1.0
O=C(Nc1ccc(Br)cc1F)C1COc2ccccc2O1 (stereo not given)	-53	11	0.1	0.2
CC(=O)c1cc(C)ccc1OC(=O)c1cccc2nc(C)oc12	2	-13	-0.1	0.2
Cc1ccc(CNC(=O)CSc2nc(NC3CCCCC3)c3ccccc3n2)cc1	1	3	-0.1	1.4
COc1ccccc1CC(=O)Nc1cccc([N+](=O)[O-])c1	4	21	0.0	-0.2
Cc1ccc(C(=O)Nc2c3c(nn2-c2ccc(Cl)cc2)CS(=O)(=O)C3)cc1[N+](=O)[O-]	2	-6	-0.1	0.0
O=C1S/C(=C/c2cc([N+](=O)[O-])ccc2O)C(=O)N1c1ccccc1	-8	-3	-0.1	1.0
O=C(CCC(=O)Nc1nc(-c2cc3cc(Br)ccc3oc2=O)cs1)NCc1ccccn1	1	3	0.1	0.5
CCOC(=O)N1CCC(Nc2nc(Nc3ccccc3)nc(OC)n2)CC1	0	4	-0.2	0.0
Cn1c(=O)c2c(-c3ccccc3)n(C3CCCCC3)cc2n(C)c1=O	1	18	0.0	1.8
CCCCCNC(=O)Nc1cccc(Cl)c1	-47	-3	0.1	0.8
C=CCn1c(SCc2ccccc2)nnc1-c1cccc([N+](=O)[O-])c1	1	18	0.0	-0.8
O=C(O)c1cc(S(=O)(=O)Nc2cccc(S(=O)(=O)N3CCCC3)c2)ccc1Cl	-13	21	0.2	-1.3
CC(C(=O)Nc1ccc(S(=O)(=O)N2CCCCC2)cc1)c1ccccc1 (stereo not given)	-2	-14	0.0	-0.2
COc1cc(Nc2cc(Nc3nc4ccccc4n3C)ncn2)cc(OC)c1OC	8	2	-0.3	1.6
O=C(O)CNC(=O)CNC(=O)c1cccs1	-7	6	0.1	0.5
COC(=O)c1c(NC(=O)CSc2nnc3sc4ccccc4n23)sc(Cl)c1-c1ccccc1	-1	-11	0.2	1.1
CC(O)CN1CC(O)=C(c2nc3ccccc3s2)C1=N (stereo not given)	-9	1	0.1	-0.1
CCN(Cc1cnn(C)c1)C(=O)c1ccc(OC2CCN(S(=O)(=O)N(C)C)CC2)cc1	2	-9	-0.1	0.0
COc1ccc(-c2noc(N3CCC(C(=O)Nc4ccc(C(C)C)cc4)CC3)n2)cc1	4	5	-0.1	2.0
Cc1cc(NC(=O)c2sc(Nc3ccc(F)cc3)nc2N)no1	-22	2	-0.2	2.4

Further entries.
SMILES	TEAD-YAP inh	MITF primary	FBW7 act	GPR151 ag
COc1ccc(C2C(=O)N(C3CCC(C)CC3)CC(=O)N2Cc2ccc(F)cc2)cc1OC (stereo not given)	-14	0	-0.1	0.4
COc1ccc(C(=S)N2CCN(C(=O)C(Cl)(Cl)Cl)CC2)cc1	0	-11	-0.1	1.7
O=C(O)Cn1cc(/C=C2/NC(=O)N(Cc3ccccc3F)C2=O)c2ccccc21	0	3	0.5	0.6
CC1=NOC(=O)/C1=C/c1ccccc1OCc1cccc(F)c1	6	46	0.1	-0.1
Cc1cc(C)nc(NNC(=O)NC2CCCCC2)n1	1	1	-0.2	-1.2
CCCCCOc1ccc(NC(=O)C(=O)NCC(C)C)cc1	9	18	-0.1	0.3
Cc1cccc(NC(=O)/C=N/OC(=O)Nc2ccccc2)c1	-20	11	0.2	-0.7
Cc1nn(-c2ccccc2)c(C)c1NC(=O)COc1ccc(C#N)cc1	9	13	0.0	2.8
OCC1(Cc2ccccc2C(F)(F)F)CCN(Cc2cccnc2)CC1	-3	-8	0.0	-0.5
COc1ccc(C(=O)c2ccc([N+](=O)[O-])cc2)cc1S(=O)(=O)NC1CCCCC1	12	5	0.5	0.8
O=C(NNC(=O)C1CCN(c2ncccn2)CC1)c1ccccc1	-12	-8	-0.2	-2.2
O=C(O)CN(c1cccc(Cl)c1Cl)S(=O)(=O)c1ccccc1	5	9	-0.1	-0.5
CCOC(=O)C1CCN(c2ncnc3c2nnn3Cc2ccccc2)CC1	-5	4	-0.1	0.3
COc1cc(OC)cc(C2=NC3(CCCCC3)NC2=S)c1	-8	4	-0.1	-1.1
O=C(Nc1ccc(Cl)c(Cl)c1)/C(=C/c1ccc([N+](=O)[O-])cc1)NC(=O)c1ccccc1	-9	-7	-0.1	-0.1
O=C(c1sc2cc(Cl)ccc2c1Cl)N1CCCCCC1	-35	-4	0.0	-0.8
CCCCCCN(CCCCCC)CC(=O)Nc1c(C)c(CC)nc2ccccc12	9	69*	0.3	1.2
COc1ccc2c(c1)OC(C)CN(CCNC(=O)c1cc(C)nc(C)n1)C2 (stereo not given)	14	-5	0.4	1.6
COc1cc(NS(=O)(=O)c2ccc3c(c2)NC(=O)CC(=O)N3)cc(OC)c1	-1	-15	-0.1	-0.8
COc1ccc(C(=O)NCc2n[nH]c(=S)n2-c2ccccc2)cc1OC	-4	-1	0.0	0.0
COc1ccc(N2CCN(C(c3cccs3)C(C)NC(=O)C(C)C)CC2)cc1 (stereo not given)	-9	-3	-0.1	1.7
Cc1nc2c3c(-c4ccccc4)nc(N4CCCCC4)nc3nn2c(C)c1CCC(=O)O	-12	1	0.1	0.1
Cc1ccc(C(=O)n2nc(C)cc2C)cc1	-1	11	0.2	-0.8

An excerpt from above in order of formula weight, smallest number first:
SMILES	TEAD-YAP inh	MITF primary	FBW7 act	GPR151 ag
Cc1ccc(C(=O)n2nc(C)cc2C)cc1	-1	11	0.2	-0.8
Cc1cccc(NC(=O)/C=N/OC(=O)Nc2ccccc2)c1	-20	11	0.2	-0.7
CCCCCOc1ccc(NC(=O)C(=O)NCC(C)C)cc1	9	18	-0.1	0.3
CC1=NOC(=O)/C1=C/c1ccccc1OCc1cccc(F)c1	6	46	0.1	-0.1
O=C(c1sc2cc(Cl)ccc2c1Cl)N1CCCCCC1	-35	-4	0.0	-0.8
O=C(O)CN(c1cccc(Cl)c1Cl)S(=O)(=O)c1ccccc1	5	9	-0.1	-0.5
OCC1(Cc2ccccc2C(F)(F)F)CCN(Cc2cccnc2)CC1	-3	-8	0.0	-0.5
CCOC(=O)C1CCN(c2ncnc3c2nnn3Cc2ccccc2)CC1	-5	4	-0.1	0.3
COc1ccc(C(=O)NCc2n[nH]c(=S)n2-c2ccccc2)cc1OC	-4	-1	0.0	0.0
COc1ccc(C(=S)N2CCN(C(=O)C(Cl)(Cl)Cl)CC2)cc1	0	-11	-0.1	1.7
COc1cc(NS(=O)(=O)c2ccc3c(c2)NC(=O)CC(=O)N3)cc(OC)c1	-1	-15	-0.1	-0.8
O=C(O)Cn1cc(/C=C2/NC(=O)N(Cc3ccccc3F)C2=O)c2ccccc21	0	3	0.5	0.6
COc1ccc(N2CCN(C(c3cccs3)C(C)NC(=O)C(C)C)CC2)cc1 (stereo not given)	-9	-3	-0.1	1.7
CCCCCCN(CCCCCC)CC(=O)Nc1c(C)c(CC)nc2ccccc12	9	69*	0.3	1.2
COc1ccc(C(=O)c2ccc([N+](=O)[O-])cc2)cc1S(=O)(=O)NC1CCCCC1	12	5	0.5	0.8
Cc1nc2c3c(-c4ccccc4)nc(N4CCCCC4)nc3nn2c(C)c1CCC(=O)O	-12	1	0.1	0.1
COc1ccc(C2C(=O)N(C3CCC(C)CC3)CC(=O)N2Cc2ccc(F)cc2)cc1OC (stereo not given)	-14	0	-0.1	0.4
O=C(Nc1ccc(Cl)c(Cl)c1)/C(=C/c1ccc([N+](=O)[O-])cc1)NC(=O)c1ccccc1	-9	-7	-0.1	-0.1
